# Screening data as filed in PubChem.
# PDI turbidity = inhibitors of human PDI, primary screen, biochemical, turbidity, single point, plate reader | Protein disulfide-isomerase (Homo sapiens), P07237 | PDI insulin aggregation turbidity, A650, 90 min | inhibition, % at 10 µM | 0.052% of 350,000 active | AID 588391, 2011;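 active = mean inhibition across replicates of 30% or more, whatever share of single replicates reach that level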;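 also: absorbance from insulin aggregation driven by PDI reduction with DTT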
# ABHD5 PLIN5 PPI = ABHD5-PLIN5 interaction inhibitors, primary screen, cell lysate, split luciferase complementation, luminescence; Perilipin-5 (Homo sapiens) + 1-acylglycerol-3-phosphate O-acyltransferase ABHD5 (Homo …; Split G. princeps luciferase complementation, 4 h; inhibition, % at 4 µM; 0.78% of 360,000 active; AID 602281, 2012;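 active = inhibition above the mean inhibition across every tested compound plus 3 SD, cut at about 22% in these data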;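 also: 0% = DMSO only wells and the 100% control is not disclosed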
# CaV13 FRET inh = Disruptors of the CACNA1D IQ motif to Ca2+-dependent inactivation inhibitor domain association, primary screening, Förster resonance energy transfer in intact living …. HEK cells, CFP/YFP FRET ICDI-IQ, plate reader, 10 min; percent FRET-ratio fall versus neutral wells. inhibition, % at 12.3 µM. 0.098% of 340,000 active;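 active = mean replicate inhibition of at least 30% and at least 1% of replicates passing that level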;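 also: 0% = median of the neutral control wells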
# Cardio protect = cardioprotection against H2O2-induced cell death, primary screen, uHTS, H9c2 cells, ATPLite luminescence; protection from H2O2 cell death, % at 20 µM; 0.63% of 360,000 active; AID 588492, 2011; H9c2 cardiomyocytes, H2O2 injury protection, 2 h;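 active = compounds giving at least 50% protection of heart cells from peroxide-induced death in the single-dose screen, raw or plate-pattern-corrected value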;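 also: 0% = DMSO wells with peroxide and 100% = DMSO wells without peroxide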
# MC4R antagonist = MC4R antagonists of cAMP signaling, primary screen, cell-based, TR-FRET, antagonist arm of biased-ligand search. Melanocortin receptor 4 (Homo sapiens), P32245. MC4R-expressing cells, MTII-stimulated cAMP, LANCE TR-FRET. inhibition, % at 6.5 µM. 0.48% of 360,000 active;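 active = inhibition above its plate's cutoff, the mean of tested wells on that plate plus 3 SD, cut at about 29% in these data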;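 also: 0% = Melanotan II alone and 100% = Melanotan II plus saturating MCL0020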
# Target sequence (P32245 whole entry, looked up): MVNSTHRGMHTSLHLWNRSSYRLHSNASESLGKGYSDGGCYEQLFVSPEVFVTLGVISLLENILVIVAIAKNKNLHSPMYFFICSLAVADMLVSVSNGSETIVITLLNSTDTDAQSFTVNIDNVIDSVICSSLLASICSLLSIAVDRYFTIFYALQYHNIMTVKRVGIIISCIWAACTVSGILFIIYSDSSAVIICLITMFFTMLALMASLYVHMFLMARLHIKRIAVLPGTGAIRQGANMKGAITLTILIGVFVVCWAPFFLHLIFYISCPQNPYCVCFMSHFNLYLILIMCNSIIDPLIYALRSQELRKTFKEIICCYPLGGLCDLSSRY
#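 Assay system: human MC4R-expressing U2OS cells; reagent: Melanotan II stimulation of cells; dosing: 6.5 µM single dose; timing: compound 30 min, challenge 1 h, detection 1 h; signal: TR-FRET cAMP assay; replicates: one well per compound, no replicates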
# ABCB6 inh 2 = ABCB6 transporter inhibitors, primary screen, K562-ABCB6 cells, flow cytometry, MLPCN library; ATP-binding cassette sub-family B member 6 (Homo sapiens), Q9NP58; K562-ABCB6 porphyrin accumulation, 1 h; hits give low values; fluorescence ratio to DMSO, % at 10 µM; 0.19% of 360,000 active;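 active = fluorescence ratio to DMSO below 75%, the collection mean minus 3 SD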;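 also: signal is porphyrin accumulated inside mitochondria; 100% equals median channel fluorescence of DMSO control wells; lower ratio means ABCB6 inhibition with less porphyrin fluorescence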
# m5-HT2A agonist = mouse Htr2a agonists via beta-arrestin recruitment, primary screen, cell-based, luminescence; 5-hydroxytryptamine receptor 2A (Mus musculus), P35363; CHO-K1 mHTR2A beta-arrestin complementation; percent of 30 µM serotonin response; activation, % at 7.6 µM; 0.66% of 360,000 active; AID 624169, 2012;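 active = activation above a run cutoff, the mean activation of all tested compounds plus 3 SD, cut at about 14% in these data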;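 also: 0% = plate median of compound wells and 100% = 30 µM serotonin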
# Target sequence (P35363 whole entry, looked up): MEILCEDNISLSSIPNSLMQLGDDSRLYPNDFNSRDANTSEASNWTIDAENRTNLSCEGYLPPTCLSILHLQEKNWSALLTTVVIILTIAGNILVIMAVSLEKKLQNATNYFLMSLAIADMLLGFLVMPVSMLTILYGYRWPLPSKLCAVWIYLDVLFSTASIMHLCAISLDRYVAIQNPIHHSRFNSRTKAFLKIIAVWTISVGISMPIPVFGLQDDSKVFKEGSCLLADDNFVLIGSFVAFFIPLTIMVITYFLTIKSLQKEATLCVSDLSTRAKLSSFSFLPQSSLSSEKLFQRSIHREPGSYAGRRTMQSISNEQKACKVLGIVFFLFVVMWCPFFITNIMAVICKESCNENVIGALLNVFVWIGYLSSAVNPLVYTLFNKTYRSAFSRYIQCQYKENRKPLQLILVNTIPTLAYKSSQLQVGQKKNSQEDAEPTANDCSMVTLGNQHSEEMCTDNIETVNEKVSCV
# Exocytosis inh = LAMP-1 surface exposure blockers, TALL-104 cells – cell-based, flow cytometry, MLPCN library, primary screen; TALL-104 LAMP-1 surface exposure; cells stimulated with thapsigargin and PMA; inhibition, % at 10 µM; AID 651702, 2012; 0.66% of 360,000 active;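 active = inhibition above about 55%, limit read from the data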
# MC4R ag barr = MC4R agonists recruiting beta-arrestin, primary screen, cell-based, luminescence, agonist arm of biased-ligand search | Melanocortin receptor 4 (Homo sapiens), P32245 | U2OS MC4R beta-arrestin complementation; percent of melanotan II response, DMSO zero | activation, % at 8.9 µM | 0.98% of 360,000 active;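 active = activation above a per-plate cutoff, the mean activation of sample wells on that plate plus 3 SD, cut at about 8% in these data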
# Glyco luc inh = increase of ERlucT glycosylation luciferase signal, primary screen, N-linked glycosylation inhibitor project, D54 ERlucT cells, luminescence, set 2; D54 ERlucT glycosylation luciferase reporter, 24 h; percent of 100 nM tunicamycin response; reporter increase, % at 12.5 µM; 0.23% of 360,000 active;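 active = mean luciferase reporter signal, scaled so untreated is 0 and the glycosylation-blocking control 100, at or above a set limit in every replicate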;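 also: luciferase carries N-glycosylation sites so blocking glycosylation raises the light; 0% = median of neutral control wells and 100% = median of 100 nM tunicamycin wells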
# The depositor's hits bear a star; / = not tested or not shown.
structure	PDI turbidity	ABHD5 PLIN5 PPI	CaV13 FRET inh	Cardio protect	MC4R antagonist	ABCB6 inh 2	m5-HT2A agonist	Exocytosis inh	MC4R ag barr	Glyco luc inh
O=C(Nc1ccccc1N1CCCCC1)C1CC(=O)N(c2ccccc2F)C1 (configuration not stated)	-6.5	4.7	-7.3	2.8	3.3	92.0	1.8	1.6	-0.5	-0.9
O=C(O)c1ccc2c(c1)S(=O)(=O)c1cc(Cl)ccc1C2=O	-1.8	-4.3	-8.0	7.4	14.4	96.0	-2.3	-0.9	-1.0	3.2
O=C(CSc1ccc(Cl)cc1)Nc1ccc(C2SCCS2)cc1	-1.2	1.2	-4.5	-9.4	4.5	99.0	0.1	-0.3	9.6*	2.0
CC(=O)N(CN1C(=O)C2C3C=CC(C3)C2C1=O)c1cccc(Cl)c1 (configuration not stated)	-0.7	-0.7	-6.7	-5.7	-0.9	90.0	-0.7	14.2	-1.2	1.7
COc1ccc(C(=O)N2CCN(c3nc(C4CC4)nc4sc(C)c(C)c34)CC2)cc1	-3.2	-5.2	-3.0	-5.3	23.1	97.0	2.0	10.7	1.2	-0.9
CCS(=O)(=O)c1nc2ccccc2n1Cc1ccccn1	1.9	-2.0	-6.9	7.3	0.0	98.0	2.7	-4.0	-2.3	-2.2
COc1ccc(C2NC(=O)NC(C)=C2[N+](=O)[O-])cc1OC (configuration not stated)	7.6	-2.7	-15.6	5.7	-2.5	96.0	-6.3	-3.2	-1.7	2.0
CN1CCN(C(=O)c2ccccc2NS(=O)(=O)c2ccc(F)cc2)CC1	14.4	3.1	-2.2	-1.1	4.2	101.0	-0.1	-2.4	-1.5	-0.7
COC(=O)CCn1nnc(-c2ccc(C(C)C)cc2)n1	0.8	0.5	-5.5	-7.3	1.4	97.0	-4.1	0.3	0.3	-3.3
CC1CCC(NC(=O)CSc2nnnn2C)CC1 (configuration not stated)	-0.3	-3.6	-5.7	-4.3	2.9	100.0	1.7	-0.2	-0.2	4.2
COc1cc(/C=N/NC(=O)c2c(C)nc3ccc(Cl)cn23)cc(OC)c1OC	3.7	7.0	-19.4	-0.6	-6.7	97.0	-7.9	-7.6	-0.7	6.3
COc1ccc(Oc2ccc(N/C=C/C(=O)C(C)(C)C)cc2)cc1	-4.3	-8.9	-11.9	-9.3	2.9	98.0	6.5	0.5	-1.2	-1.6

# Shown as a hit in MC4R ag barr, among the entries above:
Molecule	PDI turbidity	ABHD5 PLIN5 PPI	CaV13 FRET inh	MC4R antagonist	ABCB6 inh 2	m5-HT2A agonist	Exocytosis inh	MC4R ag barr	Glyco luc inh
O=C(CSc1ccc(Cl)cc1)Nc1ccc(C2SCCS2)cc1	-1.2	1.2	-4.5	4.5	99.0	0.1	-0.3	9.6*	2.0

# Further compounds follow.
structure	PDI turbidity	ABHD5 PLIN5 PPI	CaV13 FRET inh	Cardio protect	MC4R antagonist	ABCB6 inh 2	m5-HT2A agonist	Exocytosis inh	MC4R ag barr	Glyco luc inh
CCCCCC(=O)Nc1nc(C)c(-c2csc(Nc3cc(Cl)ccc3C)n2)s1	-0.1	-9.1	-8.7	-0.5	1.3	97.0	2.4	3.3	1.0	6.4
CCOC(=O)c1csc(NC(=O)c2ccc(S(=O)(=O)N(CC)CC)cc2)n1	-6.6	-2.3	-3.9	-0.7	0.9	85.0	-0.4	-2.2	0.2	-1.5
O=C(O)c1ccc(NS(=O)(=O)c2cc(Cl)sc2Cl)cc1	-6.3	-7.2	-3.8	-1.7	7.6	103.0	-5.8	-7.0	0.1	1.2
O=C(NCC(=O)N(c1ccccc1F)C(C(=O)NC1CCCC1)c1ccco1)c1ccco1 (configuration not stated)	12.2	12.2	-5.5	24.1	3.3	95.0	-1.4	16.6	0.2	-0.2
Cc1csc(NC(=O)C(C)Oc2ccc(Cl)cc2C)n1 (configuration not stated)	3.8	-1.0	-2.0	-5.4	3.4	95.0	-3.2	-1.1	-1.9	-4.4
N#Cc1c(N)nc2c(c1N)CC(CO)O2 (configuration not stated)	-6.4	-3.7	/	-1.9	1.0	101.0	4.0	0.6	3.0	3.4
Cc1cc(C)c2c(N)c(C(=O)c3ccc(Cl)cc3)sc2n1	3.6	-3.9	-23.3	-12.5	-3.8	100.0	0.7	-0.8	5.3	-9.8
Cc1[nH]c2ccccc2c1SCC(=O)N1CCCc2ccccc21	/	1.6	-9.4	6.7	7.5	98.0	3.2	4.3	3.6	-1.7
CCCCn1c(N)c(N(CC(C)C)C(=O)c2cc(=O)[nH]c3ccccc23)c(=O)[nH]c1=O	0.5	6.5	-6.6	0.1	-1.5	106.0	1.6	4.1	3.6	0.0
CCN(Cc1ccccc1)C(=O)CSc1nncn1C	1.9	-2.2	-4.8	5.4	20.7	102.0	-4.2	-2.1	-3.7	1.3
NNS(=O)(=O)c1ccc(N2CCCC2=O)c([N+](=O)[O-])c1	9.5	3.1	8.4	4.9	-10.0	94.0	7.2	-4.3	1.8	1.7
COC(=O)C1CCN(C(=O)Cn2nnc(-c3ccccc3)n2)CC1	-13.2	-0.6	-4.1	4.0	-2.5	104.0	8.7	9.1	0.3	1.1
O=C(CNC(=O)N1CC(=O)Nc2ccccc21)NCCc1cccc(F)c1	-11.7	4.2	-1.4	5.1	7.3	95.0	7.8	-2.0	2.6	5.5
COc1ccc(-c2ccc3c(N)c(C(=O)c4ccc(OC)c(OC)c4)sc3n2)cc1	0.1	0.1	-28.4	-9.7	-14.6	111.0	-5.1	1.7	-0.2	6.4
O=C(Cc1ccsc1)NNC(=O)c1cccc(Cl)c1	3.0	4.4	-5.3	4.1	-1.2	99.0	6.3	26.4	-0.2	0.3
CCCCOC(=O)Nc1cc(Cl)ccc1C	-0.4	-1.5	/	-1.7	0.1	90.0	1.8	0.4	-0.4	0.0
O=C(NCC(=O)N1CCCCCCC1)c1ccc(Cl)cc1	1.0	-1.5	-5.6	-0.4	2.6	106.0	1.3	-0.2	-1.1	0.0
CCNC(=S)NCCN1CCOCC1	5.2	-0.4	-17.9	8.6	-2.0	97.0	0.2	7.8	-2.0	1.0
FC(F)(F)c1ccccc1NC(=S)Nc1cccc2cnccc12	1.1	-24.7	-1.6	22.2	-1.0	93.0	0.3	2.4	-2.4	6.9
CSc1ncc(Cl)c(C(=O)Nc2ccc(S(=O)(=O)Nc3nccc(C)n3)cc2)n1	2.5	-7.5	-6.3	-1.2	2.2	99.0	-4.2	-0.5	-2.6	3.8
Cc1cccc(-n2cnc(C(=O)N/N=C\c3ccc(Br)cc3)c2)n1	-1.9	-3.1	-6.3	-16.0	4.0	87.0	-3.7	-1.3	-1.3	0.9
COc1ccc(OC)c(C2C(C(N)=O)=C(C)Nc3nc(CCCO)nn32)c1 (configuration not stated)	-4.2	-5.6	-5.7	6.1	2.6	100.0	-0.7	-4.3	-2.5	1.4
CC(=O)OC(C(=O)N1CCN(c2ccc(F)cc2)CC1)c1ccccc1 (configuration not stated)	-1.0	0.9	0.6	5.1	-5.8	91.0	0.7	-1.2	-1.5	0.2
CCc1ccc2oc(=O)cc(CN3CCC(C)CC3)c2c1	-3.1	4.6	-3.2	-8.0	-1.0	94.0	1.4	-2.5	-0.2	-5.2
O=S(=O)(Cc1ccccc1)Nc1ccc(F)cc1	-4.9	3.8	-3.0	1.5	13.2	97.0	2.0	-4.3	-0.3	1.4
CCOC(=O)CNc1nc(Cl)nc(Nc2ccc(OC)cc2OC)n1	-2.5	0.3	-2.6	10.5	-15.6	101.0	-1.6	-1.6	0.1	1.0
O=C(c1ccccc1)c1ccc(Sc2ccc([N+](=O)[O-])cc2)cc1	0.2	-3.9	-4.4	-22.2	-3.2	95.0	2.6	0.6	0.4	-1.0
CN(C)CCn1cnc2c1c(=O)n(C)c(=O)n2C	-2.8	-0.5	-5.7	-3.3	-1.9	106.0	5.5	-4.4	-0.6	3.6
CCCCCn1c(SCC(=O)OCC)nc2cc(C(=O)N3CCC(C(N)=O)CC3)ccc2c1=O	-7.6	-2.2	-5.2	15.5	-0.4	92.0	-0.7	-1.2	0.8	0.5
Cc1ccccc1OCC(O)Cn1c2ccccc2c2ccccc21 (configuration not stated)	-5.9	-5.0	-7.5	-20.5	10.2	97.0	3.4	-0.8	-0.5	-5.6
CCC(=O)c1ccc(OCc2cn(CC(=O)c3ccc(O)cc3)nn2)cc1	-4.9	13.7	-3.6	-0.3	-2.5	96.0	-2.3	-0.3	-2.0	1.9
O=C(O)CSc1c2ccccc2cc2ccccc12	-5.8	-13.8	-1.9	0.6	-0.2	101.0	-0.6	-1.0	-2.5	0.8
CN(C(=O)COC(=O)c1ccc2c(c1)NC(=O)CS2)C1CCS(=O)(=O)C1 (configuration not stated)	7.8	-2.5	-3.8	2.2	4.5	94.0	-3.6	-2.1	-0.7	2.4
Cc1cc(C)cc(NC(=O)CSc2cc(C(=O)c3nccn3C)c3ccccc3n2)c1	0.6	2.9	-2.0	-9.8	14.0	103.0	3.7	-9.8	9.8*	-5.3
Cc1ccc(C(=O)N(C)CC(=O)Nc2ccc(N3CCOCC3)cc2)s1	1.3	-4.9	-6.1	-6.7	4.7	101.0	-2.4	-0.5	-4.1	0.7
O=C(c1ccc(S(=O)(=O)Cc2ccccc2F)c([N+](=O)[O-])c1)N1CCCCCC1	-8.5	8.1	-6.8	0.2	3.4	86.0	7.7	-0.6	-1.8	-4.9
Cc1cccc(NC(=O)c2nc[nH]c2C(=O)NCCCCNC(=O)c2[nH]cnc2C(=O)Nc2cccc(C)c2)c1	-0.7	-5.5	-10.0	55.7*	2.8	96.0	-6.3	-0.1	-1.0	12.5
CC1CC(C)CN(C(=O)CSc2nnc(-c3ccco3)o2)C1 (configuration not stated)	1.3	-7.2	-4.3	-2.0	25.6	100.0	8.6	13.5	1.5	-1.9
O=C(CSc1ccccn1)Nc1ccc(F)c([N+](=O)[O-])c1	0.1	-1.7	4.5	0.7	17.1	97.0	4.3	-2.0	-0.6	-1.7
Nc1nonc1C(=O)N/N=C/c1cccc([N+](=O)[O-])c1	-16.1	-3.1	-6.8	2.1	-4.7	100.0	3.6	9.5	-2.1	0.9
Fc1ccc(NC(=S)NCc2ccccn2)cc1	-0.1	-4.1	-5.4	-1.5	-1.7	117.0	1.8	-1.5	-3.1	2.7
Cc1cc(-n2c(C)cc(C(=O)COc3ccc(F)c(F)c3)c2C)no1	-0.6	4.4	/	-13.9	2.7	91.0	-9.2	-3.5	-1.8	0.4
